# Eya2 phos inh – inhibitors of human Eya2 phosphatase activity; O00167; recombinant Eya2, OMFP fluorescence dephosphorylation (OMFP is methylfluorescein phosphate); Potency, µM (highest dose often 76.9 µM), without a hit: at the top dose activity, negative = inhibition, most hits filed as inhibitors; 0.006% of 330,000 active; AID 488837; also: potency is read from the fitted curve at half-maximal effect
# Target sequence (O00167 whole entry, looked up): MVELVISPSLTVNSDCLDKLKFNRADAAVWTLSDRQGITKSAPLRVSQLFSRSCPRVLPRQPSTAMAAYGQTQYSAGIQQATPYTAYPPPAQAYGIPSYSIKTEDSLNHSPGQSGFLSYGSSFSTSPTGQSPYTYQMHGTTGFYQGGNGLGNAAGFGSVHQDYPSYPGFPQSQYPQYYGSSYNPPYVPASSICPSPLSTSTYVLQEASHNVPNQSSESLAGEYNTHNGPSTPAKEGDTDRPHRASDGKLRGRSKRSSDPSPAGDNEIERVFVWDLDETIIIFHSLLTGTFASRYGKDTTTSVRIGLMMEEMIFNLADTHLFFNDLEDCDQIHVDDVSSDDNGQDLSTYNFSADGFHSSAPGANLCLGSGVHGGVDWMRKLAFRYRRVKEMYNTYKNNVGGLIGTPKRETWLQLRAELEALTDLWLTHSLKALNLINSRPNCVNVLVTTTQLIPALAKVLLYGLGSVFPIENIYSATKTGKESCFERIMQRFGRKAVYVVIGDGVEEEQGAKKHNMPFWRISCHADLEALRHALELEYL
#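 Eya2 (0.2 uM) preincubated 10 min at ambient with compound, then OMFP substrate added at 50 uM; 10 min reaction in 50 mM HEPES pH 7.5, 50 mM NaCl, 5 uM MgCl2, 0.05% BSA, 1 mM DTT. Fluorescence read at Ex 485/Em 525 nm.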
# hERG WT inh – blocks the wildtype human KCNH2 potassium channel | U2OS, BacMam KCNH2, thallium flux FluxOr; stronger effect = lower value | 0.37% of 340,000 active | Q12809 | activity change, % at 1.84 µM;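 active = maximum activity change below -70%; inconclusive = maximum activity change between -70% and -50%; inactive = maximum activity change above -50%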
#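 U2OS cells transduced with wild-type KCNH2 virus are loaded with FluxOr dye for 45 min, and thallium flux is measured in kinetic reads before and after stimulation buffer. Rate constants are normalized to DMSO controls.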
# USP2a block – blocks human ubiquitin-specific protease USP2a | Potency, µM (highest dose often 38.3 µM), for inactives: at the highest dose activity change, negative = inhibition, usual class: inhibitors | USP2 core, Ub-CHOP2 coupled fluorogenic reporter, 485/531 | O75604 | 0.01% of 330,000 active | AID 463254;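 also: potency is read from the fitted curve at half-maximal effect; plate controls were DMSO wells for no effect and full inhibition by NEM control for full effect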
#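 USP2 core (10nM final) preincubated 30min RT with compound in 20mM Tris-HCl pH 8.0, 2mM CaCl2, 2mM beta-mercaptoethanol, 0.05% CHAPS; 25nM Ub-CHOP2 plus 25nM reporter substrate added, fluorescence (Ex485/Em531) read after 60min.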
# KCNH2 3.1 block – blocks the human KCNH2 3.1 channel isoform. U2OS KCNH2 3.1, thallium flux FluxOr; stronger effect = lower value. activity change, % (tested at about 1.8 µM). 0.95% of 340,000 active;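 active = maximum activity change below -70%; inconclusive = maximum activity change from -70% to -50%; inactive = maximum activity change above -50%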;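 also: thallium influx rate constant from kinetic fluorescence after stimulation buffer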
#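 Measured as rate of thallium-driven FluxOr signal in transduced U2OS cells carrying the 3.1 channel, read kinetically for 2 min upon stimulation; values are rate constants scaled to DMSO control wells.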
# Giardia kill – kills Giardia lamblia | activity change, % at 7.66 µM, hits read low | Giardia lamblia trophozoite viability | 0.15% of 340,000 active; in the data active = activity change below about -80%; inconclusive = between about -30% and that limit;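 also: parasites exposed to compound for two days anaerobically before the ATP read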
#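 Giardia lamblia trophozoites (100 cells/well) were incubated with compounds for 48 h at 37 deg C under anaerobic conditions. Viability was read as ATP content by one-step luminescence after 15-30 min at room temperature.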
# Coupling enz – coupling enzyme interference in Giardia aldolase counter-screen. 0.67% of 290,000 active. coupling enzyme system counterscreen, AmpLite Red fluorescence. activity change, negative = inhibition, % at 58.2 µM, hits read low; in the data active = activity change below about -30%
#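 First, compound is pin-transferred into glyceraldehyde-3-phosphate coupling-enzyme reagent at 57.5 uM final and held 10 min at RT. Next, substrate, coupling system and AmpLite Red are added. After 20 min RT, fluorescence (525/598 nm) is read.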
# uPA generation – inhibitors of cell surface uPA generation | cell surface uPA generation assay, qHTS | Potency, µM (titrated, usually from 38.3 µM), for the others: at the highest dose activity change, negative = inhibition, most hits filed as inhibitors | 0.31% of 330,000 active | AID 540303; active = well fitted inhibition curve with a large enough effect; inconclusive = small, poorly fitted or top-dose-only effect; inactive = no such curve, though single readings can be large or run the other way; tested in mouse RAW 264.7 cells; also: potency is read from the fitted curve at half-maximal effect; nearly all actives have a fitted effect of over 55% in size
# B2AR arrestin – recruits beta-arrestin to the human beta2-adrenergic receptor; P07550; beta-arrestin recruitment to beta2AR, cell-based reporter; Potency, µM (top dose mostly 46.1 µM), for inactives: top-dose activation, actives largely listed as activators; 0.02% of 330,000 active; AID 492947;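 also: potency is read from the fitted curve at half-maximal effect; 0% = DMSO controls and full agonism = EC100 isoproterenol or metaproterenol; nearly all actives have a fitted effect of over 65% in size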
# GALK inhibitor – galactokinase (human) inhibition | AID 1868 | 0.007% of 270,000 active | Purified GALK, Kinase-Glo residual ATP luminescence | Potency, µM (highest dose often 57.5 µM), for inactives: at the highest dose activity change, negative = inhibition, hits mostly inhibitors; also: potency is read from the fitted curve at half-maximal effect
#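 GALK at 5 nM final was combined with compound, 35 uM ATP and 100 uM galactose in HEPES pH8.0 with MgCl2 and DTT. The reaction ran one hour at room temperature before luminescent ATP detection.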
# PKM2 act – PKM2 (human) enzyme activation. 0.34% of 260,000 active. purified PKM2, Kinase-Glo ATP luminescence, activation; response scale: 0% is enzyme alone, no compound. Potency, µM (highest dose often 57.5 µM), for the others: top-dose activation, hits mostly activators. P14618; also: potency is read from the fitted curve at half-maximal effect; nearly all actives have a fitted effect of over 55% in size
# Target sequence (P14618 whole entry, looked up): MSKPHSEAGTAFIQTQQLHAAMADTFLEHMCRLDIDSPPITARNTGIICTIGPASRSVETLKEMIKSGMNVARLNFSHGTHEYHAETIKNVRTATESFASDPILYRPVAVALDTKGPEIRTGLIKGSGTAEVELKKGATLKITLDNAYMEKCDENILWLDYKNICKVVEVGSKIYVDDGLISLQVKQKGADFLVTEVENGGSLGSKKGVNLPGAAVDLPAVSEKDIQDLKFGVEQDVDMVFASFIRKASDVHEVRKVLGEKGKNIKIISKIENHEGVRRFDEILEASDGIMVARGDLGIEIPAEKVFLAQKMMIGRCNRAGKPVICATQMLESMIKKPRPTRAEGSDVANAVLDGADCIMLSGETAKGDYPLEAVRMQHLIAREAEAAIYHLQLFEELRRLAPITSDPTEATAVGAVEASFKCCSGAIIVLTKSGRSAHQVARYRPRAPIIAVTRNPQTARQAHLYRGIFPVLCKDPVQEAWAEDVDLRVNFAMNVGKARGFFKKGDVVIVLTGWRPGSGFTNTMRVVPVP
#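 Purified hPK-M2 (>95%) run at intermediate activity with 0.1 mM ADP and 0.5 mM PEP in 50 mM imidazole pH 7.2, KCl, MgCl2; 1 h room temperature. ATP formed read by Kinase-Glo luminescence; normalized to uninhibited and no-enzyme controls.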
# Chronic BCR inh – chronic active BCR signaling inhibition; Potency, µM (doses to about 46.1 µM), inactives show top-dose ratio change, negative = lower green/red ratio, usual class: inhibitors; AID 493014; ABC-DLBCL IkBa-CBG/CBR reporter, luminescence ratio, 4 h; 0.05% of 340,000 active; active = well fitted inhibition curve with a large enough effect in the signal ratio, with a control signal flat, not every such curve was filed as active; inconclusive = small, poorly fitted or top-dose-only effect, or effect the other way, or a change in a side signal; the % refers to the signal ratio;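 also: potency is read from the fitted curve at half-maximal effect; plate controls were basal doxycycline-induced cells for no effect and cells given 10 µM MG132 for full effect; MG132 reads +100%, hits lower the ratio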
#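 TMD8 ABC-DLBCL cells carrying doxycycline-inducible green luciferase fused to IkappaBalpha plus unfused red luciferase were exposed to compounds (up to 46 uM) for 4 hrs at 37C. Activity came from the overlap-corrected green/red luminescence ratio.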
# Active calls of the source: *; ? = inconclusive; nt = no result given; [ ] = remark or other dose. Unless noted, calls follow the shape of the dose curve; as a rule, active = well fitted curve in the direction sought with a large enough effect; inconclusive = small, poorly fitted or top-dose-only effect, or another doubt; inactive = no such curve, though single readings can be large; an effect the other way counts as inactive or inconclusive. Unless noted, % is scaled to controls: 0 for no effect and ±100 for the full control effect.
SMILES,Eya2 phos inh,hERG WT inh,USP2a block,KCNH2 3.1 block,Giardia kill,Coupling enz,uPA generation,B2AR arrestin,GALK inhibitor,PKM2 act,Chronic BCR inh
CC12CC(NC(=O)N1c1cccc(C(=O)NCc3ccccn3)c1)c1ccccc1O2 (stereo not given),10%,9,3%,8,-11,nt,16%,0.0%,0%,nt,?
CCOC(=O)Nc1ccc2c(CN(C)Cc3ccc(F)cc3)cc(=O)oc2c1,-10%,2,1%,14,5,1,-8%,0.0%,0%,0%,?
Cc1cccc(NC(=O)COC(=O)c2ccc3c(=O)n4c(nc3c2)CCC4)c1,1%,-4,0%,-4,-9,7,3%,0.4%,2%,-3%,0%
Cc1ccc(NC(=O)C(=O)NCc2ccc(/C=C(/C#N)C(=O)NCc3cccnc3)o2)cc1C,-15%,6,0%,12,4,-1,2%,2.6%,nt,6%,2%
CNC(=O)c1c(C)nn(-c2ccc(F)c(Cl)c2)c1-c1cc(C)on1,-5%,-3,1%,-11,4,0,-14%,-0.7%,-1%,-3%,1%
CCOC(=O)N1CCN(C(=O)c2ccc3c(c2)sc2nc(-c4ccccc4)cn23)CC1,4%,-4,1%,0,15,-1,21%,0.3%,-3%,3%,-1%
Cc1ccc(NC(=O)CN2CCc3ccccc3C2)cc1F,3%,9,-1%,2,-5,6,-1%,-0.4%,-2%,-2%,0%
COc1cc(NC(=O)C[n+]2ccc(C(=O)c3ccccc3)cc2)cc(OC)c1,-1%,0,0%,-18,-8,nt,5%,0.1%,nt,nt,-3%
CC(C)CC(=O)Nc1cc([N+](=O)[O-])ccc1Cl,-3%,-3,0%,12,2,2,nt,-0.3%,3%,-1%,-5%
COCC(=O)Nc1ccc(S(=O)(=O)Nc2cc(C)nc(C)n2)cc1,11%,6,8%,6,17,3,nt,-0.2%,0%,3%,-2%
O=C(N/C(=C\c1ccco1)C(=O)N1CCOCC1)c1ccc([N+](=O)[O-])cc1,20%,2,1%,4,2,1,0%,-0.4%,1%,nt,0%
O=C(Nc1cccc(S(=O)(=O)N2CCOCC2)c1)c1cnn2c(C(F)F)cc(-c3ccccc3)nc12,0%,-1,-2%,-1,14,-1,-2%,0.1%,1%,3%,-1%
CN(Cc1ccccc1)C(=O)COc1ccc(C(C)(C)C)cc1,-34%,-4,-2%,-9,-17,1,6%,-0.9%,nt,nt,?
CC(=O)N(CCS(=O)(=O)c1ccc(Cl)cc1)Cc1cccs1,14%,0,8%,-44,-13,0,2%,-0.2%,nt,3%,?
CCOC(=O)N1CCN(c2c(NCCc3ccc(C)cc3)c(=O)c2=O)CC1,0%,-1,-1%,2,?,3,11%,-0.5%,1%,4%,-1%
CCCN(CCC)c1c([N+](=O)[O-])c(=O)oc2ccccc12,-3%,0,1%,8,32[activator],0,11%,-0.7%,-5%,-15%,?
O=C(O)C1CCCCC1C(=O)Nc1cnn(Cc2ccccc2)c1 (stereo not given),4%,-4,-1%,-23,18,2,4%,-0.5%,-2%,-1%,-28%
CC(=O)c1cccc2c(O)c(C3=Nc4ccccc4C3=O)[nH]c12,-1%,21,2%,1,2,-48*,-5%,-0.2%,1%,8%,?
CN(Cc1nc(-c2cnccn2)no1)Cc1n[nH]c2c1CCCC2,-2%,2,0%,-8,12,1,4%,0.1%,1%,-2%,9%
Cc1cccc(OCCC(=O)Nc2ccc(C)c(S(=O)(=O)N3CCOCC3)c2)c1,-13%,-5,5%,6,-9,nt,0%,-1.0%,nt,nt,-11%
COc1ccc(C(NC(=O)c2cccc(F)c2)c2ccccc2)cc1 (stereo not given),-1%,-5,-1%,-5,6,1,-2%,0.7%,1%,4%,3%
CCOc1ccc(S(=O)(=O)NCC2CCCO2)c2ccccc12 (stereo not given),7%,-4,-1%,10,7,0,5%,-0.5%,-2%,-16%,?
N#CC1=C(Nc2ccccc2)SC=C(c2ccc(F)cc2)N=C1N1CCOCC1,-5%,nt,2%,nt,nt,-1,nt,0.5%,-1%,2%,?
CC(C)(Cl)C1Cc2cc3ccc(=O)oc3cc2O1 (stereo not given),1%,-6,0%,-7,-8,0,-18%,-0.6%,1%,-10%,9%
O=C(NCc1cn2ccsc2n1)Nc1cccc(Cl)c1,4%[15.4 µM],-1,1%,12,7,2,1%,0.2%,3%,21%,11%
# The listing continues.
SMILES,Eya2 phos inh,hERG WT inh,USP2a block,KCNH2 3.1 block,Giardia kill,Coupling enz,uPA generation,B2AR arrestin,GALK inhibitor,PKM2 act,Chronic BCR inh
COc1ccccc1CC(=O)Nc1ccc(-c2noc(COc3cccc(C)c3C)n2)cc1,-13%,-2,1%,15,-2,-2,4%,-1.8%,2%,-1%,?
Cc1ccc(C(=O)NCc2ccc3c(c2)OCO3)o1,5%,-12,0%,4,6,-1,-1%,0.4%,2%,2%,-1%
COC(=O)c1sc(NC(=O)CSc2nnc(Cn3nnc4ccccc43)n2C)nc1C,5%,1,-5%,10,6,4,-7%,-1.1%,0%,4%,-3%
Cc1oc2ccc(O)cc2c1C(=O)OC(C)C,4%,16,3%,-19,-4,7,0%,2.5%,-1%,-1%,-17%
CCN(CC)CCNC(=O)c1ccc(NC(=O)c2ccc(Cl)c(S(=O)(=O)Nc3ccccc3OC)c2)cc1,8%,nt,0%,nt,nt,6,nt,-0.1%,-2%,3%,-9%
CCOC(=O)c1ccc(-n2nc(C)cc2C)cc1,12%,1,-1%,16,1,-1,-3%,-1.1%,10%,-3%,?
O=C(NCc1ccncc1)c1ccc(Oc2ccccc2)cc1,2%,-2,0%,13,-2,7,4%,0.3%,11%,-1%,-3%
CCN(CC)S(=O)(=O)c1ccc(OC)c(NC(=O)CSCc2c(C)noc2C)c1,7%,8,0%,-17,-4,nt,-1%,-0.5%,nt,nt,-5%
O=C(COC(=O)C1(c2ccccc2)CC1)N1CCN(c2ccc(F)cc2)CC1,0%,2,-3%,0,-5,-1,0%,-0.1%,0%,-6%,1%
CCOC(=O)N1CCN(S(=O)(=O)c2ccc(C(=O)N(CCN(C)C)c3nc4c(C)cccc4s3)cc2)CC1,10%,-4,4%,-9,-1,nt,5%,-0.6%,-4%,1%,1%
CCn1c(Cc2cccs2)nnc1SCC(=O)NC(C)(C)C,11%,-7,3%,5,17,0,nt,-0.4%,-1%,8%,1%
COc1cc(/C=C(/C#N)C(=O)Nc2ccccc2)ccc1OCc1ccc(C(=O)O)cc1,2%,-29,1%,12,-5,8,-10%,-0.5%,-13%,-3%,?
O=C(CSc1nc2ccccc2c(=O)[nH]1)Nc1cccc([N+](=O)[O-])c1,5%,7,0%,10,2,0,1%,-0.7%,5%,7%,1%
O=C(O)CSCC(=O)N1N=C2/C(=C/c3ccccc3)CCCC2C1c1ccccc1 (stereo not given),-2%,-9,1%,-2,-19,8,4%,0.5%,0%,-1%,13%
O=C(O)CC(NC(=O)Cc1ccccc1)c1ccccc1 (stereo not given),-10%,-6,-1%,7,-3,4,21%,-1.5%,-7%,0%[11.5 µM],-1%
CN(C(=O)COC(=O)c1ccc(S(=O)(=O)N2CCOCC2)cc1)c1ccccc1,3%,5,-1%,2,?,nt,-1%,-1.0%,nt,nt,3%
CC(OC(=O)Cc1coc2ccc3ccccc3c12)C(=O)Nc1ncc(Cl)cc1Cl (stereo not given),-11%,-13,1%,-7,-6,-2,2%,0.5%,-3%,8%,-1%
O=C(OCC(=O)N1CCOCC1)c1ccccc1OCc1ccc(Cl)cc1,4%,0,1%,-2,-23,nt,-13%,0.0%,nt,nt,?
COC1CCN(C(=O)c2ccc3oc(Cc4ccc(Cl)cc4)nc3c2)CC1,-3%,-14,-1%,-11,9,0,7%,0.1%,-1%,nt,0%
CC(NC(=O)COc1ccc(S(=O)(=O)N2CCOCC2)cc1)c1ccccc1 (stereo not given),-8%,1,-1%,17,?,nt,-9%,-0.1%,nt,nt,2%
O=C(NCc1cccs1)C1CCN(c2nc3ccccc3o2)CC1,8%,-2,-2%,2,7,3,-3%,-0.1%,2%,-2%,1%
COc1cccc(C(=O)NC(=S)Nc2ccc([N+](=O)[O-])cc2C)c1,1%,2,2%,-6,-9,1,-2%,-1.3%,2%,-4%,-2%
C#Cc1cccc(NC(=O)C2CCN(C(C)=O)CC2)c1,-6%,-13,0%,-1,11,4,4%,-0.7%,9%,-4%,1%
CC(C)c1nc2cc(C(=O)N3CCNC(=O)C3c3ccc(F)cc3)ccc2o1 (stereo not given),0%,-5,1%,1,13,nt,-1%,0.2%,-2%,nt,0%
CCOC(=O)C1=C(COC(=O)CCS(=O)(=O)c2ccc(C)cc2)NC(=O)NC1C (stereo not given),7%,20,0%,-13,26,nt,-6%,11%,nt,nt,-3%

# Screens deposited in PubChem by National Center for Advancing Translational Sciences (NCATS).
